Bioassay records: PubChem, several laboratories
PKA-R2B activ: activators of human PKA-R2B complex; P22694+P31323; PKA-R2B holoenzyme dissociation, Cy5-IP20 fluorescence polarization; R2B truncated from residue 108, S112A mutant; 0% DMSO only, 100% 113 µM cGMP; activation, % at 11.4 µM; 0.079% of 340,000 active;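 active = activation above a cutoff set at the mean over all compounds plus 3 SD, cut at about 18% in these data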;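 note: higher means more holoenzyme dissociation and a rise in polarization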
AddAB inh: less growth of phage-infected E. coli with AddAB. E. coli expressing H. pylori AddAB, absorbance growth. inhibition, % at 11.9 µM. 0.29% of 330,000 active; in the data active = inhibition above about 12%;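 note: 0% = vehicle wells of infected cells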
Tat export inh: blocks Tat-dependent protein export in E. coli; 0.036% of 340,000 active; AID 488895; E. coli MC4100 TorA-mCherry Tat export, fluorescence; inhibition, % at 10 µM;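 active = mean replicate inhibition at least 50% and at least half of replicates individually reaching 50%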;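 note: exported cargo escapes ClpAP degradation while cytoplasmic cargo is degraded and loses fluorescence; 0% = median of neutral control wells and 100% = median of NaSCN control wells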
SUMO Mot1 rescue: blocks SUMOylation pathway, rescuing yeast Mot1-301 growth. S. cerevisiae Mot1-301 growth rescue, ATP luminescence, 38.5C; percent above DMSO median, 100 means doubled. growth rescue, % at 18.8 µM. 1% of 320,000 active. AID 2716;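 active = every valid replicate shows activation above 250% relative to neutral control wells; inactive = the rest, any valid replicate at or below 250%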;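 note: OY570 slx delta 5 strain wells were the positive control but not used for scaling; some compounds called inactive have numbers as strong as hits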
PKA-R1A act: PKA-R1A complex activation; 0.083% of 340,000 active; PKA-R1A dissociation, Cy5-IP20 fluorescence polarization; scaled: DMSO 0%, 113 µM cGMP 100%; activation, % at 11.4 µM; P00514+P68181;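 active = percent activation above the mean of all tested compounds plus 3 SD, cut at about 19% in these data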;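 note: higher means more PKAc released from R1A so a rise in polarization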
E coli growth: bacterial growth inhibition, counter-screen for AddAB inhibitors | 0.27% of 330,000 active | inhibition, % at 11.9 µM | AID 449728 | E. coli V3065 growth, OD600 absorbance, 18 h;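 active = inhibition above the campaign's mean inhibition across all tested compounds plus 3 SD, cut at about 9.9% in these data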;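 note: uninfected addAB+ strain grown without phage in ampicillin broth; 0% = DMSO wells and 100% = ciprofloxacin 0.95 µg/ml wells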
CDK5 inh: blocks human CDK5/p35 kinase activity; Recombinant CDK5/p35, ADP-Glo luminescence, 60 min; inhibition, % at 10 µM; 0.01% of 330,000 active;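 active = highest replicate inhibition of at least 50% and at least 75% of replicates reaching 50%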;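 note: plate controls were DMSO neutral control for no effect and GW8510 at 10 µM for full effect; many of its hits are not listed in these tables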
HTR5A ag ctr: counter-screen for OPRM1-OPRD1 agonists: human HTR5A agonism | P47898 | HTR5A agonist assay, luminescence, cell-based | activation, % at 9.3 µM | 0.61% of 340,000 active; in the data active = activation mostly above about 9.5%, no sharp cut-off; inactive = mostly below about 7.6%;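 note: 0% = cells with vehicle only and 100% = reference agonist; strong numbers were not always called active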
Target sequence (P47898 whole entry, looked up): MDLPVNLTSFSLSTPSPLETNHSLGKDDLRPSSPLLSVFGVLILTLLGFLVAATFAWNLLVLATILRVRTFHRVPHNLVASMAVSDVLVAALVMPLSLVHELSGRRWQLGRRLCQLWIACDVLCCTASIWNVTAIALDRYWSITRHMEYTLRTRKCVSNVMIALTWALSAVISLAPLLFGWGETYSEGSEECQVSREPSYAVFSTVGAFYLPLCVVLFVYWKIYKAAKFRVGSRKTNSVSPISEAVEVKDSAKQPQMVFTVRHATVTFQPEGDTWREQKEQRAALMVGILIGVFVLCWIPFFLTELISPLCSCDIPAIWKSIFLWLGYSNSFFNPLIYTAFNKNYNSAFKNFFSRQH
DAGLB inh: diacylglycerol lipase beta (human) inhibition; inhibition, % at 5.17 µM; 0.059% of 340,000 active; HEK293T DAGLB membrane lysate, EnzChek fluorogenic substrate; Q8NCG7; AID 504411; in the data active = inhibition above about 34%;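 note: 0% = enzyme with vehicle and 100% = wells lacking enzyme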
Target sequence (Q8NCG7 whole entry, looked up): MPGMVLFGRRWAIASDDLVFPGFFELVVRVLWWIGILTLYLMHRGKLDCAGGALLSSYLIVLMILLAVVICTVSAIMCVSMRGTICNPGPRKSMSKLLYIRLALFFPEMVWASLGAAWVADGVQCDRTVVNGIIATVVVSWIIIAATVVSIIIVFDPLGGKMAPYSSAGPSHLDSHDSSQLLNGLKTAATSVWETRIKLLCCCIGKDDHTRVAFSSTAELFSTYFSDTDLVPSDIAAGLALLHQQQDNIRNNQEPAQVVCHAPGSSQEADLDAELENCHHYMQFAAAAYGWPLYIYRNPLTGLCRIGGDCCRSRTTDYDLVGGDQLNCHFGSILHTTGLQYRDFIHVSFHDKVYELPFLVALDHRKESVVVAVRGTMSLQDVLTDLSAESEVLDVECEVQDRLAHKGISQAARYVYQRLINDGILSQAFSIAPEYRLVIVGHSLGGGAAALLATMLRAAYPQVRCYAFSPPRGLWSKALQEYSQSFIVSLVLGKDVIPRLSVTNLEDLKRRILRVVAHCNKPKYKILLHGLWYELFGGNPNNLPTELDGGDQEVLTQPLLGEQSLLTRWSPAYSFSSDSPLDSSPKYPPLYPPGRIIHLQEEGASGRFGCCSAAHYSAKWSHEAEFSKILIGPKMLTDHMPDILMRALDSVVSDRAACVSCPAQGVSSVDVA
phage Ecoli inh: E. coli growth loss with phage present; growth absorbance; inhibition, % at 11.9 µM; 0.26% of 360,000 active; in the data active = inhibition above about 11%
HTR5A inv ag: inverse agonist of human HTR5A in OPRM1-OPRD1 counter-screen; 0.083% of 340,000 active; inhibition, % at 9.3 µM; P47898; AID 504634; HTR5A cell line, luminescence, inverse agonism; in the data active = inhibition mostly above about 23%, no sharp cut-off; inactive = mostly below about 18%;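 note: 0% = cells with DMSO and 100% = no-cell wells with DMSO; some compounds called inactive have numbers as strong as hits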
An asterisk follows results filed as active; · = no result given.

(1) Cc1ccc(CNC(=O)CCC(=O)Nc2nnc(C)s2)cc1
(2) Cc1nnsc1C(=O)Nc1cccc(Cl)c1
(3) CCCCNC(=O)Nc1nc(SCC(=O)OCC)n[nH]1
(4) CC#CCC(CC#CC)c1nc2ccccc2c(=O)n1N
(5) Cc1ccc(-c2cn(-c3ccccc3)c(=S)[nH]2)cc1C
(6) O=S(=O)(c1ccccc1)N1CCN(C(=S)Nc2ccccc2)CC1
(7) O=C(CSC(=S)N1CCCCC1)N1N=CCC1c1ccccc1 (stereo not drawn)
(8) CCOC(=O)C1=C(C)NC(C)=C(C(=O)OCC)C1C(=O)O
(9) CCOC(=O)[C@@H]1[C@H]2COc3cc(OC)ccc3[C@H]2N2C(=O)N(c3ccc(F)cc3)C(=O)[C@]12C
(10) Cc1nc(SCC(=O)Nc2nnc(C(C)C)s2)n[nH]1

Compound	1	2	3	4	5	6	7	8	9	10
PKA-R2B activ	-3	16	7	2	2	-4	8	-1	-5	-5
AddAB inh	2.4	3.6	-1.2	3.1	-0.7	·	2.6	-0.2	4.6	1.0
Tat export inh	1	-2	2	-1	0	-7	8	-4	-8	-4
SUMO Mot1 rescue	-19	1	-2	307	-3	6	-2	-8	-4	-13
PKA-R1A act	-2	-20	0	-14	-7	1	-8	-4	10	-5
E coli growth	-1.4	2.9	-1.1	0.4	1.3	·	-0.7	-2.1	1.7	0.4
CDK5 inh	0.0	-0.1	-0.4	2.0	7.9	0.9	-1.7	0.6	-1.7	-0.8
HTR5A ag ctr	3	0	0	0	4	-1	8	-2	0	0
DAGLB inh	-1	0	-2	-3	1	-3	-1	0	-2	-2
phage Ecoli inh	1.4	3.6	4.8	3.7	3.2	0.2	2.5	2.2	·	1.2
HTR5A inv ag	11	-7	-1	-9	-17	2	8	6	8	1

(11) CCN(c1ccc(C(=O)CSc2nnc(C3CC3)n2C2CC2)cc1)S(C)(=O)=O
(12) CCCC(=O)N1CCC(CCC(=O)NC2CC2)CC1
(13) C=CCn1cccc(C(=O)Nc2ccc(OC)cc2OC)c1=O
(14) COc1ccc(C(=O)Oc2cc(C(=S)N3CCOCC3)ccc2OC)cc1
(15) O=C1/C(=C/c2ccc([N+](=O)[O-])cc2)Oc2cc(O)ccc21
(16) O=C(Nc1ccccc1F)C1CCCN(S(=O)(=O)c2cccc3cccnc23)C1 (stereo not drawn)
(17) CC(C)[C@H]1C(=O)Nc2ccccc2N1C(=O)N[C@@H](Cc1ccccc1)C(=O)N[C@@H](Cc1ccccc1)C(=O)O
(18) CCCNC(=O)Cn1cnc2sc(C(=O)Nc3ccc4c(c3)OCO4)c(C)c2c1=O
(19) Cc1cc(C)nc(SCC(=O)c2cc3ccccc3oc2=O)n1
(20) CC(C)(C)C(=O)COC(=O)c1cc(S(=O)(=O)N2CCCCC2)ccc1N1CCOCC1

Compound	11	12	13	14	15	16	17	18	19	20
PKA-R2B activ	7	-13	14	3	6	-2	11	2	6	-2
AddAB inh	-2.0	2.7	1.5	2.8	·	1.3	-0.3	-1.8	2.0	1.6
Tat export inh	0	-2	5	0	-7	19	10	-2	-6	11
SUMO Mot1 rescue	3	7	0	-8	-19	0	-8	10	-10	-22
PKA-R1A act	-4	4	-4	-17	10	-6	-1	-10	-6	4
E coli growth	-1.6	0.5	-1.6	0.6	·	-2.8	-1.5	-3.2	-0.8	2.5
CDK5 inh	-0.3	0.2	-0.2	1.5	0.2	0.0	0.0	0.3	1.0	1.7
HTR5A ag ctr	3	-3	2	-5	-3	4	9	0	4	-1
DAGLB inh	2	0	0	-2	16	3	2	0	-3	0
phage Ecoli inh	1.6	2.7	5.8	0.4	0.7	2.9	2.8	·	3.8	2.9
HTR5A inv ag	-7	-3	-7	11	10	-11	12	4	7	-10

(21) CSc1ccc(NC(=O)CSc2nc3[nH]c(=O)cc(O)c3s2)cc1
(22) O=C(O)Cc1sc(NCc2ccco2)nc1-c1ccccc1
(23) O=C(O)C1CC=C(Cl)CC1C(=O)NCC1OCCc2ccccc21 (stereo not drawn)
(24) CC(=O)/C(=N/Nc1ccc([N+](=O)[O-])cc1)N1CCCc2ccccc21
(25) CN1C(=O)CC(=O)N(C)c2cc(S(=O)(=O)N(C)Cc3ccccc3)ccc21
(26) CCN(Cc1ccccc1)C(=O)COC(=O)c1cc(S(=O)(=O)Nc2ccccc2OC)ccc1O
(27) Cc1cc(S(=O)(=O)N2CCOCC2)ccc1F
(28) CC(C)COC(=O)N1CCCC1C(=O)O (stereo not drawn)
(29) FC(F)(F)c1nc(N2CCCC2)ncc1-c1nnnn1-c1ccc(Cl)cc1
(30) CCOC(=O)c1oc2ccccc2c1CN1CCN(C(=O)c2ccccc2)CC1

Compound	21	22	23	24	25	26	27	28	29	30
PKA-R2B activ	2	-6	2	-5	-10	-1	1	4	-10	0
AddAB inh	-0.8	4.5	-1.0	0.0	0.2	-0.3	2.4	-0.3	4.9	-1.2
Tat export inh	-2	23	11	2	5	17	-9	-11	12	5
SUMO Mot1 rescue	3	-2	0	9	-19	2	75	125	91	10
PKA-R1A act	-2	-4	-5	5	-16	-6	-3	-8	-1	-2
E coli growth	1.6	1.5	2.6	-0.7	-1.4	0.8	1.7	0.4	0.9	0.4
CDK5 inh	0.2	-8.6	-2.3	-2.1	0.0	1.1	0.3	-0.7	-0.8	-2.7
HTR5A ag ctr	8	-1	-2	3	3	7	5	-4	-3	-2
DAGLB inh	14	0	-2	5	-3	-2	-1	0	-9	0
phage Ecoli inh	2.0	3.2	4.3	4.8	2.0	0.8	1.1	2.7	3.4	3.9
HTR5A inv ag	-21	17	6	-12	-6	12	9	10	1	7

Part of the list above, reformatted.
Below each compound: PKA-R2B activ	AddAB inh	Tat export inh	SUMO Mot1 rescue	PKA-R1A act	E coli growth	CDK5 inh	HTR5A ag ctr	DAGLB inh	phage Ecoli inh	HTR5A inv ag
18) CCCNC(=O)Cn1cnc2sc(C(=O)Nc3ccc4c(c3)OCO4)c(C)c2c1=O
  2	-1.8	-2	10	-10	-3.2	0.3	0	0	·	4
19) Cc1cc(C)nc(SCC(=O)c2cc3ccccc3oc2=O)n1
  6	2.0	-6	-10	-6	-0.8	1.0	4	-3	3.8	7
20) CC(C)(C)C(=O)COC(=O)c1cc(S(=O)(=O)N2CCCCC2)ccc1N1CCOCC1
  -2	1.6	11	-22	4	2.5	1.7	-1	0	2.9	-10
21) CSc1ccc(NC(=O)CSc2nc3[nH]c(=O)cc(O)c3s2)cc1
  2	-0.8	-2	3	-2	1.6	0.2	8	14	2.0	-21
22) O=C(O)Cc1sc(NCc2ccco2)nc1-c1ccccc1
  -6	4.5	23	-2	-4	1.5	-8.6	-1	0	3.2	17
23) O=C(O)C1CC=C(Cl)CC1C(=O)NCC1OCCc2ccccc21 (stereo not drawn)
  2	-1.0	11	0	-5	2.6	-2.3	-2	-2	4.3	6
24) CC(=O)/C(=N/Nc1ccc([N+](=O)[O-])cc1)N1CCCc2ccccc21
  -5	0.0	2	9	5	-0.7	-2.1	3	5	4.8	-12
25) CN1C(=O)CC(=O)N(C)c2cc(S(=O)(=O)N(C)Cc3ccccc3)ccc21
  -10	0.2	5	-19	-16	-1.4	0.0	3	-3	2.0	-6
26) CCN(Cc1ccccc1)C(=O)COC(=O)c1cc(S(=O)(=O)Nc2ccccc2OC)ccc1O
  -1	-0.3	17	2	-6	0.8	1.1	7	-2	0.8	12
27) Cc1cc(S(=O)(=O)N2CCOCC2)ccc1F
  1	2.4	-9	75	-3	1.7	0.3	5	-1	1.1	9
28) CC(C)COC(=O)N1CCCC1C(=O)O (stereo not drawn)
  4	-0.3	-11	125	-8	0.4	-0.7	-4	0	2.7	10
29) FC(F)(F)c1nc(N2CCCC2)ncc1-c1nnnn1-c1ccc(Cl)cc1
  -10	4.9	12	91	-1	0.9	-0.8	-3	-9	3.4	1
30) CCOC(=O)c1oc2ccccc2c1CN1CCN(C(=O)c2ccccc2)CC1
  0	-1.2	5	10	-2	0.4	-2.7	-2	0	3.9	7

The main list resumes, starting 2 compounds before the break.
(29) FC(F)(F)c1nc(N2CCCC2)ncc1-c1nnnn1-c1ccc(Cl)cc1
(30) CCOC(=O)c1oc2ccccc2c1CN1CCN(C(=O)c2ccccc2)CC1
(31) COCCn1c(Sc2ccccc2)nc2c1c(=O)[nH]c(=O)n2C
(32) CC(=O)c1c(C)[nH]c(C(=O)CSc2nnc(CN3CCCCCC3=O)n2-c2ccccn2)c1C
(33) S=c1[nH]nc(-c2ccc3ccccc3n2)n1-c1ccc(Cl)cc1
(34) COCCN1CCN(C(=O)c2ccc3nc(Cc4ccccc4F)oc3c2)CC1
(35) Cc1cccc(OCC(=O)NS(=O)(=O)c2ccc(Br)cc2)c1
(36) CC(Oc1cc(F)ccc1[N+](=O)[O-])C(=O)N(C)CC(=O)Nc1ccccc1C(F)(F)F (stereo not drawn)
(37) O=C(NCC1CCCO1)C(c1ccco1)N(Cc1ccc(F)cc1)C(=O)CN1C(=O)c2ccccc2S1(=O)=O (stereo not drawn)
(38) O=C(COc1ccc2ccc(=O)oc2c1)Nc1cc([N+](=O)[O-])ccc1F
(39) Cc1nn(C)c(C(=O)NNC(=S)NCc2ccco2)c1Cl
(40) CC1(C)Cc2ccccc2C(=O)N1
(41) Cc1ccc(NC(=S)N2CCC(c3ccccc3)C2)c(Cl)c1 (stereo not drawn)

Compound	29	30	31	32	33	34	35	36	37	38	39	40	41
PKA-R2B activ	-10	0	0	-7	-2	-7	-11	2	-7	13	-9	0	-17
AddAB inh	4.9	-1.2	0.5	-2.0	-0.2	1.9	2.7	2.7	0.4	0.8	4.6	0.2	0.5
Tat export inh	12	5	-4	-6	2	-3	-9	2	3	1	1	-10	2
SUMO Mot1 rescue	91	10	-2	4	-7	10	379	·	1	-8	-15	12	4
PKA-R1A act	-1	-2	2	-11	-6	-9	-6	-6	7	15	4	-3	1
E coli growth	0.9	0.4	-0.6	1.0	-0.9	0.8	-0.8	2.3	0.4	-0.6	-0.4	1.8	0.3
CDK5 inh	-0.8	-2.7	-0.9	-0.6	-2.8	1.0	-0.9	-1.7	2.1	-0.5	-0.3	-1.6	-1.3
HTR5A ag ctr	-3	-2	-2	-1	2	2	2	3	-3	3	2	-2	4
DAGLB inh	-9	0	1	1	7	-2	0	1	-1	-2	1	1	-13
phage Ecoli inh	3.4	3.9	0.5	0.9	2.5	-2.5	0.9	2.2	3.5	5.1	2.0	1.6	3.4
HTR5A inv ag	1	7	4	2	9	-5	-4	-7	-22	-8	-16	-27	24
